APE1 inh = APE1 (human) endonuclease inhibition; recombinant APE1, TAMRA/BHQ-2 abasic DNA cleavage fluorescence; AID 2517; Potency, µM (titrated, usually from 65.8 µM), for inactives: at the highest dose activity change, negative = inhibition, usual class: inhibitors; P27695; 350,000 tested, 0.35% active;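 note: plate controls were vehicle for no effect and reference inhibitor for full effect; nearly all actives have a fitted effect of over 55% in size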
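APE1 at 0.75 nM preincubated 15 min at room temperature with compound. Reaction then started with 50 nM double-stranded THF-abasic substrate labelled with TAMRA/BHQ-2, and 525/598 nm fluorescence read kinetically. Activity taken as third-minus-first read difference, normalized to DMSO and NSC13755 controls.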
POLB inh = DNA polymerase beta (human) inhibition; P06746; Potency, µM (doses to about 114 µM), for the others: top-dose activity change, negative = inhibition, usual class: inhibitors; Pol beta primer extension/strand displacement, fluorescence kinetic; 340,000 tested, 1.3% active; note: % is set by controls: 0 for no effect and ±100 for the full control effect
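Enzyme-only controls used 10 nM Pol beta; buffer lacking enzyme served as negative control. Compound preincubated 15 min, then 50 nM substrate added; 0 and 10 min reads at room temperature.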
Apoferritin bind = candidate novel general anesthetic via apoferritin binding | Potency, µM (series often up to 77.5 µM), for the others: at the highest dose activity change, negative = displacement, usual class: inhibitors | AID 485281 | P02791 | 350,000 tested, 0.074% active | apoferritin/1-aminoanthracene competitive binding, fluorescence; note: % is set by controls: 0 for no effect and ±100 for the full control effect; nearly all actives have a fitted effect of over 20% in size
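Probe: 1-aminoanthracene (50% saturated, PBS). Protein: horse-spleen apoferritin, 10 uM. Incubation: 10 min, room temperature. Detection: 380 nm excitation, 535 nm emission. Analysis: normalized response, four-parameter Hill.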
BLM inh = Bloom syndrome helicase (human) inhibition; Potency, µM (top dose mostly 56.1 µM), for the others: at the highest dose activity change, negative = inhibition, hits mostly inhibitors; recombinant BLM DNA unwinding, fluorescence dequenching; AID 2528; 350,000 tested, 0.2% active;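 note: plate controls were vehicle for no effect and no enzyme for full effect; nearly all actives have a fitted effect of over 35% in size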
POLK inh = inhibitors of human DNA polymerase kappa; Q9UBT6; purified Pol kappa, fluorescent DNA synthesis assay, 10 min; Potency, µM (series often up to 107 µM), for the others: at the top dose activity, negative = inhibition, actives largely listed as inhibitors; 400,000 tested, 0.53% active; AID 588579; note: % is set by controls: 0 for no effect and ±100 for the full control effect
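Enzyme at 10 nM met test compounds for 15 min at room temperature. Substrate addition (50 nM final) began the reaction, which was monitored by fluorescence at 0 and 10 min.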
Pol eta inh = inhibitors of human DNA polymerase eta. Q9Y253. recombinant Pol eta, fluorescent DNA replication assay. Potency, µM (highest dose often 114 µM), for the others: at the highest dose activity change, negative = inhibition, most hits filed as inhibitors. 390,000 tested, 1.2% active. AID 588591; note: % is set by controls: 0 for no effect and ±100 for the full control effect
Target sequence (Q9Y253 whole entry, looked up): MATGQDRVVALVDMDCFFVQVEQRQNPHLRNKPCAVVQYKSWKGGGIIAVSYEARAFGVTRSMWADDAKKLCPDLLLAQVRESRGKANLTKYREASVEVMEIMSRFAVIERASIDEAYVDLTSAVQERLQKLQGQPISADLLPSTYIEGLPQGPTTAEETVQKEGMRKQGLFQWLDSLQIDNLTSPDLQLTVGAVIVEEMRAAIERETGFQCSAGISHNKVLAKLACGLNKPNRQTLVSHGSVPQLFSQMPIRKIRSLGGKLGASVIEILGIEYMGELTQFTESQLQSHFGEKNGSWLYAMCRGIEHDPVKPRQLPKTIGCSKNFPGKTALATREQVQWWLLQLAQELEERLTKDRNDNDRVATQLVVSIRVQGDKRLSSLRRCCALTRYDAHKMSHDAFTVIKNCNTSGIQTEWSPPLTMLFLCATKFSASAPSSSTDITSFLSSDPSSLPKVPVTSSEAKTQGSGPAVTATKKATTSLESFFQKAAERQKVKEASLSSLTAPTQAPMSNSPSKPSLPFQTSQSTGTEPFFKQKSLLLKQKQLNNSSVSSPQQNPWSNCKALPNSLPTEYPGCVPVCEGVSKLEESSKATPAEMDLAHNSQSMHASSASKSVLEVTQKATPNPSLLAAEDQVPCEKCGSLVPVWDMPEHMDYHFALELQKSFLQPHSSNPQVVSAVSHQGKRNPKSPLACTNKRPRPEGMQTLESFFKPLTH
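Pol eta at 10 nM preincubated with compounds 15 min at room temperature; reaction started with fluorescent substrate (50 nM final) and read kinetically at 0 and 10 min.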
BAZ2B inh = blocks human BAZ2B; AlphaScreen BAZ2B-H3K14Ac peptide displacement; AID 504333; 360,000 tested, 4.4% active; Potency, µM (doses to about 114 µM), inactives show at the top dose activity change, negative = inhibition, most hits filed as inhibitors; Q9UIF8; note: % is set by controls: 0 for no effect and ±100 for the full control effect; nearly all actives have a fitted effect of over 60% in size
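AlphaScreen displacement of biotin-H3(5-23)K14Ac peptide (50 nM final) from BAZ2B (50 nM final) in PBS pH 7.4, 0.01% Tween-20; complex preformed 30 min RT, then compounds (top 110 uM) 30 min RT, beads 20 min dark.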
Pol iota inh = inhibitors of human DNA polymerase iota | 390,000 tested, 1% active | Pol iota fluorescent replication assay, 10 min | Q9UNA4 | Potency, µM (series often up to 115 µM), inactives show at the highest dose activity, negative = inhibition, actives largely listed as inhibitors | AID 588590
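Fluorescent replication assay read twice, at 0 min and 10 min after adding 50 nM (final) substrate. Enzyme (10 nM) and compounds were first incubated 15 min at room temperature; enzyme-free buffer wells were negative controls.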
G9a block = inhibitors of human histone lysine methyltransferase G9a. 350,000 tested, 8.8% active. Q96KQ7. AID 504332. Potency, µM (top dose mostly 102 µM), for the others: at the top dose activity, negative = inhibition, most hits filed as inhibitors. G9a H3K9 monomethylation, AlphaScreen, 2 h; note: % is set by controls: 0 for no effect and ±100 for the full control effect; nearly all actives have a fitted effect of over 75% in size
Target sequence (Q96KQ7 913-1193 limits assumed): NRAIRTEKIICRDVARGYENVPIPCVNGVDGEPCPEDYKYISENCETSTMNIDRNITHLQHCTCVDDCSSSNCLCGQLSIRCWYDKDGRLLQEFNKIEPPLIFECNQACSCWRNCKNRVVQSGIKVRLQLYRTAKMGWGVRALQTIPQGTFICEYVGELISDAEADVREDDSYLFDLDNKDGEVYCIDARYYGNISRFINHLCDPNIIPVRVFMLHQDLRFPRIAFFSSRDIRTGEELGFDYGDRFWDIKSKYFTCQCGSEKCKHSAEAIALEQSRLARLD
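Readings reflect AlphaScreen signal from monomethyl-H3K9 antibody detection. HMT at 20 nM; substrate b-H3K9 500 nM; cofactor SAM 20 uM; 2 h RT reaction; compounds tested as titrations in qHTS with 15 min preincubation.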
* marks the source's active call; other numbers are inactive results; u = inconclusive; x = no result given; [ ] = remark or other dose. Calls come from the whole dose curve; as a rule, active = well fitted curve in the direction sought with a large enough effect; inconclusive = small, poorly fitted or top-dose-only effect, or another doubt; inactive = no such curve, though single readings can be large; an effect the other way counts as inactive or inconclusive. Potency is the fitted concentration of half-maximal effect. A portion of the library (hit frequency here may not be typical).

SMILES	APE1 inh	POLB inh	Apoferritin bind	BLM inh	POLK inh	Pol eta inh	BAZ2B inh	Pol iota inh	G9a block
CCc1ccccc1NC(=O)C1CCCN(S(=O)(=O)c2ccc3[nH]c(=O)ccc3c2)C1 (stereo not drawn)	x	4%	6%	-4%	-11%	-2%	u	-15%	-33%[59 µM]
CCOc1ccc(NC(=O)Cn2c(=O)cc(C)c3c(C)nn(-c4cccc(Cl)c4C)c32)cc1	x	-8%	2%	-4%	28%	-24%	2%	4%	7%[59 µM]
CCN(CC)S(=O)(=O)c1cccc(C(=O)/C=C2/N(C)c3ccccc3C2(C)C)c1	-1%	-27%	0%	-8%	1%	u	46%[activator]	28%	99%[activator][59 µM]
COc1ccccc1CNC(=O)C1CCCN(c2nnc(C)c3c(C)n(-c4ccccc4)nc23)C1 (stereo not drawn)	x	-19%	-10%	3%	-5%	-10%	-1%	27%	u
O=C(Nc1cccc(-c2nn[nH]n2)c1)c1csc2c1CCCC2	15%	0%	2%	-2%	0%	14%	u	u	u
Cn1ncc2c(NNC(=O)Cc3ccccc3)ncnc21	-4%	14%	8%	5%	-15%	-13%	7%	13%	u
CCSc1nnc(NC(=O)c2ccccn2)s1	5%	2%	-6%	2%	3%	-10%	6.3µM*	22%	u
O=S(=O)(c1cccs1)N1CCN(CC(O)COc2cc(Cl)ccc2Cl)CC1 (stereo not drawn)	-3%	25%	-11%	-10%	5%	-16%	0%	-3%	u
O=c1c2c(nc3nc(NCc4cccc(Cl)c4)[nH]n13)CCC2	1%	6%	-1%	0%	-6%	-23%	-13%	54%[activator]	-35%
Cc1cccc(C(=O)NC(=S)Nc2ccc3[nH]c(=O)[nH]c3c2)c1	-3%	1%	-11%	-2%	3%	-8%	-12%	37%[activator]	u
COc1ccc(S(=O)(=O)N(C)Cc2nc(-c3cccc(C)c3)no2)cc1	x	-18%	-8%	-5%	-21%	x	21%	-17%	12%[59 µM]
COc1ccc(CSc2nncn2C)cc1[N+](=O)[O-]	-4%	-21%	2%	1%	-8%	-12%	-2%	2%	0%[59 µM]
CCOc1cc(C(=O)OCC(=O)NCc2ccco2)cc(OCC)c1OCC	u	18µM*	u	-14%	u	u	28µM*	u	50µM*
C=CCNC(=O)c1cc(Cl)cc(Cl)c1	2%	-1%	-6%	-1%	7%	-5%	-4%	52%[activator]	-3%
CC(NC(=O)c1ccccc1)C(=O)N/N=C/c1ccc(O)cc1 (stereo not drawn)	-2%	-19%	-7%	1%	2%[60.1 µM]	-10%	x	3%	-23%
Cc1cccc(NC(=O)/C=C/c2ccc(Cl)cc2)n1	3%	2%	-19%	-2%	-3%	-8%	14%	4%	51%[59 µM]
O=C1NC(c2ccccc2)=NC1(NS(=O)(=O)c1ccccc1)C(F)(F)F (stereo not drawn)	-3%	1%	-5%	0%	-7%	5%	0%	12%	31%
O=C(NCC(c1cccnc1)N1CCN(c2ccccc2F)CC1)c1ccco1 (stereo not drawn)	1%	-3%	-8%	-5%	2%	-10%	7%	4%	-15%[59 µM]
COc1ccc2[nH]cc(C(=O)CN(C)CCc3ccc(OC)c(OC)c3)c2c1	-2%	2%	-3%	2%	-1%	-22%	-6%	-11%	u
CCOC(=O)Cn1c(=O)cc(-c2ccccc2)c2c(C)nn(C)c21	x	12%	4%	-5%	0%	-11%	78%[activator]	-5%	28%[59 µM]
O=C(O)C(Cc1ccccc1)N1C(=O)/C(=C/c2ccccc2)SC1=S (stereo not drawn)	-2%	2%	-9%	0%	2%	-21%	u	2%	u
O=C(NCCS(=O)(=O)N1CCN(c2ccccc2)CC1)C1CC1	-1%	x	x	x	5%	-3%	7%	31%[activator]	-42%
CCCS(=O)(=O)N1CCN=C1SCc1cccc(C)c1	-2%	4%	-17%	-4%	-4%	-24%	x	8%	4%
N#C/C(=C\c1cccnc1)C(=O)Nc1ccccc1[N+](=O)[O-]	-16%	-13%	1%	-5%	-32%	32µM*	-14%	-28%	24%
Cc1ccsc1C(=O)N/N=C/C=C/c1ccccc1[N+](=O)[O-]	19%	11%	-19%	-3%	9%	-7%	2%	9%	u
CCN(C(=O)c1ccc(Cl)c([N+](=O)[O-])c1)c1ccccc1	-1%	4%	-22%	-6%	4%	-22%	-18%	32%[activator]	u
O=C(CCCCCNC(=S)Nc1ccc(Cl)cc1)C[N+](=O)[O-]	-1%	11%	-8%	-4%	1%	-18%	-16%	12%	u
CCOC(=O)c1c(C)[nH]c(C(=O)COC(=O)C(C)N2C(=O)C3CCCCC3C2=O)c1C (stereo not drawn)	-4%	9%	u	-9%	-5%	-7%	-1%[57.1 µM]	1%	17%
c1ccc(-n2nnnc2-c2cccnc2)cc1	0%	19%	-3%	-1%	1%	-16%	-7%	61%[activator]	-12%
O=C(COC(=O)c1cncc(Br)c1)NCc1cccs1	12%	x	x	x	-2%	6%	x	11%	x
O=C(COc1cc2oc(=O)c3c(c2cc1Cl)CCCC3)NCc1cccnc1	71%[activator]	11%	-4%	14%	16%	-4%	-16%	29%	21%
Cc1nc(N)nc(Nc2ccc(Cl)cc2)c1Br	-3%	30%	-5%	-3%	-10%	2%	2%	5%	-2%
COc1cc(NC(=O)CNC(=O)Cn2c(C)cc3ccccc3c2=O)cc(OC)c1OC	12%	0%	-10%	-5%	2%	-14%	-23%	7%	-2%
CCOC(=O)Cc1csc(NC(=O)Cc2ccc(C)cc2)n1	-1%	2%	-20%	-3%	-4%	-18%	-7%	38%[activator]	0%
CCn1cc(C(=O)O)c(=O)c2cc(F)c(N/N=C/c3ccccc3[N+](=O)[O-])cc21	1%	u	-7%	-10%	-4%	5.6µM*	-32%	13%	23%[59 µM]
Cc1ncc(CN=Cc2ccc(Cl)cc2)c(N)n1	2%	-24%	-5%	-4%	-4%	-19%	-35%	22%	8%[12.7 µM]
Nc1ccccc1SCC1CSc2nc3ccccc3c(=O)n21 (stereo not drawn)	-2%	14%	-8%	2%	-1%	5%	-10%	20%	-28%
O=C(Cc1cccc2ccccc12)NC(=S)Nc1cccc(C(=O)O)c1	-2%	u	-3%	-1%	-7%	-18%	u	52%[activator]	16µM*
CCCCN1C(=O)C(=O)N(CC(=O)Nc2sc(C)c(C)c2C(=O)OC)C1=O	-6%	x	x	x	8%	-18%	-6%	19%	19%[12.7 µM]
FC(F)C(F)(F)c1cc(-c2ccccc2)n[nH]1	10%	-5%	5%	-4%	-4%	-1%	3%	105%[activator]	x

Twelve compounds already listed, sorted by count of non-hydrogen atoms, lowest first:
SMILES	APE1 inh	POLB inh	Apoferritin bind	BLM inh	POLK inh	Pol eta inh	BAZ2B inh	Pol iota inh	G9a block
Cc1ncc(CN=Cc2ccc(Cl)cc2)c(N)n1	2%	-24%	-5%	-4%	-4%	-19%	-35%	22%	8%[12.7 µM]
O=C(COC(=O)c1cncc(Br)c1)NCc1cccs1	12%	x	x	x	-2%	6%	x	11%	x
Cn1ncc2c(NNC(=O)Cc3ccccc3)ncnc21	-4%	14%	8%	5%	-15%	-13%	7%	13%	u
CCOC(=O)Cc1csc(NC(=O)Cc2ccc(C)cc2)n1	-1%	2%	-20%	-3%	-4%	-18%	-7%	38%[activator]	0%
CC(NC(=O)c1ccccc1)C(=O)N/N=C/c1ccc(O)cc1 (stereo not drawn)	-2%	-19%	-7%	1%	2%[60.1 µM]	-10%	x	3%	-23%
O=C(O)C(Cc1ccccc1)N1C(=O)/C(=C/c2ccccc2)SC1=S (stereo not drawn)	-2%	2%	-9%	0%	2%	-21%	u	2%	u
COc1ccc(S(=O)(=O)N(C)Cc2nc(-c3cccc(C)c3)no2)cc1	x	-18%	-8%	-5%	-21%	x	21%	-17%	12%[59 µM]
CCOc1cc(C(=O)OCC(=O)NCc2ccco2)cc(OCC)c1OCC	u	18µM*	u	-14%	u	u	28µM*	u	50µM*
O=C(NCC(c1cccnc1)N1CCN(c2ccccc2F)CC1)c1ccco1 (stereo not drawn)	1%	-3%	-8%	-5%	2%	-10%	7%	4%	-15%[59 µM]
CCOC(=O)c1c(C)[nH]c(C(=O)COC(=O)C(C)N2C(=O)C3CCCCC3C2=O)c1C (stereo not drawn)	-4%	9%	u	-9%	-5%	-7%	-1%[57.1 µM]	1%	17%
CCOc1ccc(NC(=O)Cn2c(=O)cc(C)c3c(C)nn(-c4cccc(Cl)c4C)c32)cc1	x	-8%	2%	-4%	28%	-24%	2%	4%	7%[59 µM]
COc1ccccc1CNC(=O)C1CCCN(c2nnc(C)c3c(C)n(-c4ccccc4)nc23)C1 (stereo not drawn)	x	-19%	-10%	3%	-5%	-10%	-1%	27%	u

Later entries:
SMILES	APE1 inh	POLB inh	Apoferritin bind	BLM inh	POLK inh	Pol eta inh	BAZ2B inh	Pol iota inh	G9a block
COC(=O)c1ccc(NC(=O)C2CCCO2)cc1 (stereo not drawn)	0%	11%	-4%	-2%	-14%	-11%	14%	36%	-13%
Cc1cc(Cl)cc(C)c1OCCCCn1ccnc1	-4%	-12%	-20%	-2%	-15%	-15%	-39%	29%	32µM*
COc1ccc(NC(=O)CCc2nnc3ccc(NCc4ccc5c(c4)OCO5)nn23)cc1	11%	u	-5%	-6%	-14%	-13%	u	45µM*	8%
CCN1C(=O)/C(=C/N2CCc3ccccc32)SC1=S	2%	11%	-4%	-3%	-11%	2%	-3%	-3%	1%[12.7 µM]

Screening results as filed in PubChem.
